Assay outcomes deposited in PubChem BioAssay by National Center for Advancing Translational Sciences (NCATS).
RORgamma inh = inhibitors of mouse ROR gamma transcriptional activity; P51450; Drosophila S2 Gal4-RORgamma UAS-luciferase reporter, 20 h; Potency, µM (highest dose often 53.6 µM), inactives show top-dose activity change, negative = inhibition, hits mostly inhibitors; hit rate 5.4% among 310,000; also: % is scaled to controls: 0 for no effect and ±100 for the full control effect; nearly all actives have a fitted effect of over 60% in size
Target sequence (P51450 whole entry, looked up, the tested form may be a part): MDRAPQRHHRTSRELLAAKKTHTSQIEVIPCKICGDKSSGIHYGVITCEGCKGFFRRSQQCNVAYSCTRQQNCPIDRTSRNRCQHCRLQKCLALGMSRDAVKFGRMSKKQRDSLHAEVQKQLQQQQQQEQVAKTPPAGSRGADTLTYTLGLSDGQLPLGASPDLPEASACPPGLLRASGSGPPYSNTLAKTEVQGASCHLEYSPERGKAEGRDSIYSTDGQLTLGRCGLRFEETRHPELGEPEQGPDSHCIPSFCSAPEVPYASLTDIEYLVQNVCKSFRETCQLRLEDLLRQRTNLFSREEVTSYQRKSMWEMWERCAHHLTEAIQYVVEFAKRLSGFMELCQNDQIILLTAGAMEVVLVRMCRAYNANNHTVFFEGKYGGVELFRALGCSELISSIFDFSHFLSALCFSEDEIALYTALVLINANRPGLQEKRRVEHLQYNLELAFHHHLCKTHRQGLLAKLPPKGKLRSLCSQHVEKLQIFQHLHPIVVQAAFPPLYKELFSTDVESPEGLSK
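Drosophila S2 cells stably expressing Gal4-DBD/mouse RORγ fusion under metallothionein promoter plus UAS-luciferase; compound 1 h, then 700 uM CuSO4 induction for 20 h at ambient temperature; inhibition read as reduced luminescence.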
NPC1 prom act = activators of NPC1 promoter. Huh7 NPC1 promoter luciferase reporter, 24 h. Potency, µM (titrated, usually from 9.22 µM), for the others: top-dose activation, hits mostly activators. hit rate 2.4% among 320,000. AID 485313;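 also: % of control where 0% means no effect; nearly all actives have a fitted effect of over 60% in size; reporter is driven by a mutant NPC1 promoter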
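Huh7 reporter cells (NPC1 promoter driving luciferase) are dosed with compound for 24 h at 37 °C, 5% CO2; luciferase detection reagent is then added and luminescence measured after 10 min at ambient temperature.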
Gal4-VP16 FLuc = inhibits Gal4-VP16 luciferase reporter, ROR gamma counter-screen; AID 2546; hit rate 3.5% among 310,000; Potency, µM (series often up to 53.6 µM), for inactives: at the highest dose activity, negative = inhibition, most hits filed as inhibitors; Drosophila S2 Gal4-VP16 UAS-luciferase, luminescence, 20 h;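 also: Gal4-VP16 expression switched on by copper sulfate through the metallothionein promoter; % is scaled to controls: 0 for no effect and ±100 for the full control effect; nearly all actives have a fitted effect of over 50% in size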
FLuc counter = inhibits or activates purified firefly luciferase, miR-21 counter-screen; AID 588342; hit rate 6.9% among 360,000; Potency, µM (top dose mostly 57.5 µM), for the others: at the top dose activity change, negative = inhibition, usual class: inhibitors; purified FLuc, Km substrates, luminescence inhibition;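 also: plate controls were vehicle for no effect and reference inhibitor for full effect; nearly all actives have a fitted effect of over 55% in size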
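Purified P. pyralis luciferase, 10 nM final, with Km-level 10 uM D-luciferin and 10 uM ATP in 50 mM Tris acetate pH 7.5, 10 mM Mg acetate, 0.01% Tween-20, 0.05% BSA; 6-point qHTS titration about 60 µM downward; luminescence read.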
CXXC DNA block = inhibitors of human MLL CXXC domain-DNA interaction. MLL-CXXC / FITC-HOXA9 DNA fluorescence polarization. Potency, µM (top dose mostly 115 µM), for the others: at the top dose activity change, negative = inhibition, actives largely listed as inhibitors. hit rate 0.037% among 290,000. AID 2662; active = well fitted inhibition curve with a large enough effect in the polarisation, with a control signal flat, not every such curve was filed as active; inconclusive = small, poorly fitted or top-dose-only effect, or effect the other way, or a change in a side signal; inactive = no such curve, though single readings can be large or run the other way; the % refers to the polarisation
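Purified MLL-CXXC (added from a 7 uM solution) was preincubated 5 min at ambient with pinned compounds in 50 mM Tris-HCl pH 7.5, 50 mM NaCl, 1 mM DTT, 0.05% BSA. Fluorescein-labeled HOX-A9 DNA (50 nM solution) followed, 30 min, then polarization read.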
MBNL1-CUG inh = blocks human MBNL1 binding to CUG repeat RNA; hit rate 0.036% among 280,000; Potency, µM (doses to about 57.5 µM), inactives show top-dose activity change, negative = inhibition, most hits filed as inhibitors; AID 2675; TR-FRET MBNL1-His/biotin-(CUG)12 binding, 665/545 ratio; Q9NR56; active = well fitted inhibition curve with a large enough effect in the signal ratio, with a control signal flat, not every such curve was filed as active; inconclusive = small, poorly fitted or top-dose-only effect, or effect the other way, or a change in a side signal; inactive = no such curve, though single readings can be large or run the other way; the % refers to the signal ratio; also: % is scaled to controls: 0 for no effect and ±100 for the full control effect
Target sequence (Q9NR56 whole entry, looked up): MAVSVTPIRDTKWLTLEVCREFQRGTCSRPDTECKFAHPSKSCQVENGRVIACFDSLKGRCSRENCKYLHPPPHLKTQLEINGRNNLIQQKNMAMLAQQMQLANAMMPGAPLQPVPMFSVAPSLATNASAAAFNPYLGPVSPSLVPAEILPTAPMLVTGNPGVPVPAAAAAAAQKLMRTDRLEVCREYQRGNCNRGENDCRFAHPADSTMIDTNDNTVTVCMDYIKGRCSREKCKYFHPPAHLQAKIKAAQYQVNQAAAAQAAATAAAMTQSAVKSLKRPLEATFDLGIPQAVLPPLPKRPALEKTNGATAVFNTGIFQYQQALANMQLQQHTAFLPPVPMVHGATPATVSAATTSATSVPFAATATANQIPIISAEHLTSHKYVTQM
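His-tagged MBNL1 binding to biotinylated (CUG)12 RNA was measured by TR-FRET using terbium anti-His antibody (0.055 ng/ul final) and streptavidin-XL665 (5 nM final). Compounds were titrated 92 nM to 58 uM; 60 min at room temperature.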
uPA surface inh = inhibitors of cell surface uPA generation; cell surface uPA generation assay, qHTS; Potency, µM (doses to about 38.3 µM), inactives show at the top dose activity change, negative = inhibition, most hits filed as inhibitors; hit rate 0.31% among 330,000; AID 540303; active = well fitted inhibition curve with a large enough effect; inconclusive = small, poorly fitted or top-dose-only effect; inactive = no such curve, though single readings can be large or run the other way; tested in mouse RAW 264.7 cells; also: % is scaled to controls: 0 for no effect and ±100 for the full control effect; nearly all actives have a fitted effect of over 55% in size
BRCA1 expr act = BRCA1 expression activation; MCF7-BRCA1-FFLuc reporter, luminescence, 48 h; response scale: scaled: vehicle 0%, 10 µM genistein 100%; hit rate 1.1% among 380,000; Potency, µM (titrated, usually from 46.1 µM), without a hit: at the top dose activation, hits mostly activators; also: nearly all actives have a fitted effect of over 80% in size; some results filed as inactive show a strong effect at the top dose
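Luminescence from a BRCA1-driven firefly luciferase in MCF7 cells was read after 48 h compound exposure at 37 C. Data normalized against DMSO and a 10microM genistein activation control, then curve-fitted across the titration.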
Rab9 promoter act = Rab9 promoter activation. Huh7 Rab9 promoter-luciferase reporter, luminescence, 24 h. Potency, µM (titrated, usually from 9.22 µM), for the others: at the highest dose activation, negative = inhibition, most hits filed as activators. hit rate 2.8% among 320,000. AID 485297; also: % of control where 0% means no effect; nearly all actives have a fitted effect of over 60% in size
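Huh7 cells stably carrying Rab9 promoter–luciferase reporter, plated 1500 cells/well, compound added after 2 h and incubated 24 h at 37 °C; luciferase luminescence then read after 10 min with detection reagent.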
ELG1 genotoxic = genotoxicity induction in ELG1-luciferase HEK293T cells; HEK293T ELG1-luciferase reporter, luminescence, 16 h; Potency, µM (doses to about 46 µM), without a hit: at the highest dose activity change, positive = activation, usual class: activators; hit rate 1.3% among 330,000; AID 504466; also: % of control where 0% means no effect; nearly all actives have a fitted effect of over 60% in size
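16 hr compound incubation (37 °C, 5% CO2) of HEK293T cells carrying luciferase-tagged ELG1; luciferase then measured by ONE-Glo luminescence after 30 min at RT.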
p53 reactivation = re-activators of mutant p53; H1299 p53-A138V BP100-luciferase reporter, luminescence, 24 h; Potency, µM (doses to about 92.2 µM), without a hit: at the top dose activity change, positive = activation, most hits filed as activators; hit rate 0.063% among 320,000; AID 504706; also: % of control where 0% means no effect; nearly all actives have a fitted effect of over 45% in size
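p53-null H1299 cells stably carrying temperature-sensitive p53-A138V and a BP100-luciferase reporter were pinned with compounds (4-point, 1:5 series) and held 24 hrs at 37 deg C. Luminescence was read 10 min after detection reagent.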
Starred values were filed as active, the others as inactive; ? = inconclusive; . = no result given. Unless noted, calls follow the shape of the dose curve; as a rule, active = well fitted curve in the direction sought with a large enough effect; inconclusive = small, poorly fitted or top-dose-only effect, or another doubt; inactive = no such curve, though single readings can be large; an effect the other way counts as inactive or inconclusive. Potency is read from the fitted curve at half-maximal effect.

The line under a structure holds: RORgamma inh, NPC1 prom act, Gal4-VP16 FLuc, FLuc counter, CXXC DNA block, MBNL1-CUG inh, uPA surface inh, BRCA1 expr act, Rab9 promoter act, ELG1 genotoxic, p53 reactivation
> CCc1ccc(OC)c(-c2csc(N)n2)c1
  -10.7%, -2.1%, -5.6%, -0.1%, 4.3%, -6.8%, 9.7%, -7.1%, -9.1%, 1.6%, -0.6%
> COc1cc(CCC(=O)OCC(=O)c2ccc[nH]2)cc(OC)c1OC
  ., -3.7%, ., 0.5%, ., ., ?, 6.7%, -2.8%, 2.3%, -3.9%
> C(/CCc1ccccc1)=N\Nc1nc2ccccc2[nH]1
  11.2µM*, 14.1%, -25.5%, 2.13µM*, -4.4%, ., -12.5%, -44.7%, 21.6%, ?, ?
> O=C(/C=C/c1ccco1)N(Cc1ccccc1)C1CCS(=O)(=O)C1 (configuration not stated)
  11.1%, -2.7%, 0.3%, 2.9%, 2.0%, 11.3%, 0.3%, -31.7%, 1.5%, 4.3%, 2.7%
> O=c1cc(-c2ccccc2)[nH]n1-c1nc2ccccc2[nH]1
  ?, 3.7%, -16.7%, 19µM*, -22.7%, 1.4%, -4.0%, -68.5%, -1.9%, ?, ?
> CC(=O)c1ccc(S(=O)(=O)N2CCCCC2C(=O)O)cc1 (configuration not stated)
  20.9%, 1.3%, -0.4%, -3.2%, 15.3%, ., 12.1%, -0.2%, 3.2%, 1.7%, 3.5%
> O=C1C(Cl)=C(Nc2ccc(F)cc2)C(=O)N1CCc1ccccc1
  34.8%, 0.2%, ?, ?, 0.3%, 17.6%, -3.0%, -26.3%, -1.1%, 3.6%, 20.9%
> Cc1ccc(NC(=O)C(C)N2C(=O)c3ccccc3C2=O)cc1C (configuration not stated)
  -12.5%, 1.9%, -1.6%, -6.4%, -3.1%, 14.2%, 1.1%, 1.7%, 12.3%, -4.5%, 1.1%
> O=C(NNC(=O)c1ccc(F)c(S(=O)(=O)N2CCOCC2)c1)c1ccc([N+](=O)[O-])cc1
  ., 0.1%, ., 2.4%, ., ., -26.5%, 34.7%, 1.0%, 0.9%, -2.5%
> CCOC(=O)C1(CC2CCCCO2)CCN(C(=O)Nc2cccc(SC)c2)CC1 (configuration not stated)
  27.0%, -3.8%, 4.7%, ?, 6.1%, -7.5%, -1.4%, -32.5%, -4.5%, -3.2%, 2.0%
> CNc1nc(Nc2ccc(Br)cc2)nc(N)c1[N+](=O)[O-]
  ?, ?, ?, -4.5%, 6.9%, ., 2.1%, 2.5%, 3.55µM*, ?, 5.2%
> COc1ccc(OC)c(CC(NC(C)=O)C(=O)NC2CCN(C(=O)c3cccc(C)c3)CC2)c1 (configuration not stated)
  ?, 1.2%, -1.3%, 1.3%, 4.4%, -8.9%, 3.6%, -6.1%, 4.4%, -1.7%, 4.5%
> O=C(CC(=O)N/N=C\c1ccccc1)NCCc1ccccc1
  0.9%, -0.9%, -4.1%, 5.3%, -6.3%, -13.9%, -4.1%, -0.9%, 7.3%, -1.2%, .
> O=C(NCC1CCCO1)c1ccc(CS(=O)(=O)Cc2ccc(F)cc2)o1 (configuration not stated)
  -4.7%, -3.9%, -1.7%, 5.5%, 1.0%, -16.1%, 2.6%, -4.8%, 3.4%, 1.9%, -3.8%
> O=C(CNC(=O)Cc1cccc2ccccc12)NCc1ccccc1F
  -7.8%, -3.0%, 3.5%, -1.8%, 4.3%, -5.3%, 2.2%, 1.1%, -0.1%, -4.2%, -2.1%
> CCCN=Cc1sc2ccc(OCC)cc2c1O
  -5.9%, ?, 11.2%, 12µM*, 0.8%, ?, -19.1%, ?, 3.16µM*, 23.1µM*, 17.0%
> CCOC(=O)C1CNc2cc(S(=O)(=O)CC)ccc2O1 (configuration not stated)
  6.8%, -4.0%, -6.5%, -3.2%, 14.5%, 0.4%, -12.2%, -4.3%, -6.8%, -2.6%, 0.1%
> CC1CCCCN1C(=O)NC1CC(=O)N(c2ccc3c(c2)OCCO3)C1 (configuration not stated)
  ., -4.5%, ., 3.3%, ., ., 0.5%, -2.1%, 0.0%, 1.1%, -3.2%
> Cc1cc(C)n(-c2ccnc3cc(Cl)ccc23)n1
  16.6%, -6.8%, 4.5%, 0.9%, -17.6%, 0.6%, 12.9%, -11.9%, -10.1%, -1.5%, -5.2%
> Cc1cccc2c1CC(C)(C)N/C2=C\C(N)=O
  -13.5%, 2.1%, 1.0%, 3.1%, -1.2%, ?, 0.4%, -19.7%, -3.1%, -2.4%, -2.7%
> CC(C)NC1=C(Cl)C(=O)c2ccccc2C1=O
  ?, 1.3%, ?, ?, 7.6%, ?, ?, -74.8%, 0.8%, -0.6%, 1.9%
> O=C(O)C1CC=CCC1C(=O)Nc1ccccc1C(=O)N1CCN(c2ccc(Cl)cc2)CC1 (configuration not stated)
  15.9%, -5.4%, 0.2%, 3.2%, 2.0%, -4.1%, -2.9%, 7.7%, -5.9%, -4.6%, 7.9%
> CCCCC(=O)Nc1ccc(NC(=O)CC)cc1OC
  25.0%, 3.4%, -1.3%, -6.5%, -0.2%, -8.2%, 5.2%, -4.3%, 5.2%, -5.9%, 29.5%
> O=C(CSc1cn(CCNC(=O)c2ccc3ccccc3c2)c2ccccc12)NCc1ccco1
  -38.1%, 0.9%, 0.5%, -12.5%, 0.7%, 9.8%, -28.8%, -41.9%, 0.0%, ?, 0.7%
> COc1ccccc1NC(=O)N1CCCC(CNC(=O)c2ccccc2Cl)C1 (configuration not stated)
  -18.9%, -1.7%, -20.6%, -4.4%, -0.2%, -6.6%, 3.6%, 6.2%, -2.9%, 0.8%, -4.3%
> CC(C)CN(C(=O)C1CC1)C1CCS(=O)(=O)C1 (configuration not stated)
  ., 2.8%, ., -2.1%, ., ., 4.8%, 1.5%, -2.6%, -0.8%, 8.1%
> CCCS(=O)(=O)NCCc1cc2ccc(C)cc2[nH]c1=O
  -4.2%, 2.9%, 8.9%, 1.6%, 5.1%, -2.1%, -0.2%, 53.5%, 19.2%, -0.4%, ?
> N#Cc1ccccc1OCC(=O)Nc1ccccc1C(=O)NC1CC1
  ., 3.6%, ., -1.8%, ., ., -2.6%, -0.7%, -1.7%, 2.4%, 2.6%
> C#CCNC(=O)C1=C[C@@H](c2ccccc2)C[C@@H](OCc2ccc(CO)cc2)O1
  5.0%, -2.9%, -10.5%, -12.1%, -23.4%, -1.0%, -1.4%, -3.7%, 0.7%, 1.7%, -1.3%
> c1ccc(CSc2ncnc3c2cnn3-c2ccccc2)cc1
  26.9%, ?, 1.1%, 12µM*, 9.0%, ., -1.5%, 12.5%, ?, ?, 27.0%
> O=C(CSc1nnc(-c2ccccc2Br)o1)N1CCOCC1
  ?, 2.82µM*, -13.4%, 19µM*, 2.6%, -1.3%, -0.6%, ?, 3.98µM*, ?, ?
> Cc1ccc(CSCCNC(=O)/C=C/c2ccc(Cl)cc2)cc1
  6.5%, -0.3%, -9.1%, -0.4%, -15.0%, -0.8%, -1.0%, 1.2%, 0.5%, 0.8%, 2.9%
> CCCCCN(C(=O)COC(=O)c1ccc(C)cc1)c1c(N)n(CCCC)c(=O)[nH]c1=O
  ., -1.0%, ., 2.9%, ., ., -5.5%, -26.8%, -7.7%, 0.1%, -2.0%
> Cc1cc(C(=O)N2CCC(C(=O)O)CC2)c(C)o1
  -4.1%, 3.5%, -5.4%, -0.1%, 2.7%, ., -2.2%, -6.4%, -8.0%, -1.3%, -4.2%
> COc1ccc(CC(=O)NNC(=O)c2cc(C)oc2C)cc1OC
  ., 1.8%, ., -0.4%, ., ., 4.1%, -3.2%, -7.9%, -1.3%, -8.9%
> Fc1cc(F)cc(-c2c(-c3ccccc3)ncc3ccc(F)cc23)c1
  ., 1.5%, ., ?, ., ., 4.3%, 0.0%, -2.1%, -0.3%, 16.6%
> O=C(/C=C/c1ccco1)Nc1ccc(CN2CCOCC2)cc1
  -25.1%, 1.41µM*, 2.9%, 6.01µM*, 3.6%, ., ?, ?, 2.82µM*, ?, 7.8%

This is a subset; the hit share may differ from the screen's.
